From PubChem BioAssay
PLK1 PBD inh – Plk1 polo box domain binding inhibitors, primary screen, biochemical, fluorescence polarization. Serine/threonine-protein kinase PLK1 (Homo sapiens), P53350. inhibition, %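 (tested at about 20 µM)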. 0.13% of 97,000 active. AID 693, 2007. Plk1 PBD phosphopeptide binding; in the data active means inhibition above about 34%, passing the limit was not always enough
EphB4 ephrin blk – EphB4-ephrin-B2 interaction antagonists, primary screen, biochemical, TNYL-RAW peptide probe, fluorescence polarization | EphB4 LBD / TNYL-RAW-Alexa532 peptide | AID 720, 2007 | inhibition, % at 7 µM | 0.15% of 97,000 active;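 active means inhibition above the screen-wide mean inhibition plus 3 SD, cut at about 15% in these data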;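 further: 0% = DMSO wells and 100% = excess unlabeled TNYL-RAW peptide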
Target sequence (P54760 whole entry, looked up, the tested form may be a part): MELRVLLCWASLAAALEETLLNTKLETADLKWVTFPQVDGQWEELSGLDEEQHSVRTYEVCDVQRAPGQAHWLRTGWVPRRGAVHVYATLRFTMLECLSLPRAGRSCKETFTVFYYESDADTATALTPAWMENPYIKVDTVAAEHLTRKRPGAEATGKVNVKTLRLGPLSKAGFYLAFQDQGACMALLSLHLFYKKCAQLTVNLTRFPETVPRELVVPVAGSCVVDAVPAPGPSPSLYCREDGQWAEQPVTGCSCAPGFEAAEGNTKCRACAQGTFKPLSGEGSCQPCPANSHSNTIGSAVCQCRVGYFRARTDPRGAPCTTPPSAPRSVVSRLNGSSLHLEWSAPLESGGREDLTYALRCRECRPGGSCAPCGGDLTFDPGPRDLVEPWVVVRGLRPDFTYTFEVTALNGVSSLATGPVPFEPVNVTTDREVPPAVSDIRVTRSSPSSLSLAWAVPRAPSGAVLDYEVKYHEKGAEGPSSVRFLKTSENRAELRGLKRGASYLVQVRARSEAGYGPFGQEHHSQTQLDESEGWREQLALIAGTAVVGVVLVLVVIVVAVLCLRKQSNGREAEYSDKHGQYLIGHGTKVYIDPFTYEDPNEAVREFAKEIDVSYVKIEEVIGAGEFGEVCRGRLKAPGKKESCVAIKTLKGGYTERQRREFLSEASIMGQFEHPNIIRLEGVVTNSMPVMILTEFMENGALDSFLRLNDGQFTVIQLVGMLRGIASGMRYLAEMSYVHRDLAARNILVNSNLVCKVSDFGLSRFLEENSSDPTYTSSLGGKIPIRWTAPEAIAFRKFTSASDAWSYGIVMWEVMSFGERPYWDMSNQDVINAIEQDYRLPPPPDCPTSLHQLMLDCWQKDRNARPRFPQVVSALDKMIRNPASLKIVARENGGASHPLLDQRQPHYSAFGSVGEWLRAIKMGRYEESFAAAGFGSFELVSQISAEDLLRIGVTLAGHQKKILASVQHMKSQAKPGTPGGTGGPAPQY
CYP2C19 act – human CYP2C19 activators, primary screen, biochemical, luminescence | Cytochrome P450 2C19 (Homo sapiens), P33261 | recombinant CYP2C19, luciferin-H EGE luminescence; stronger effect = higher value; 0 = fully inhibited enzyme, 1 = untreated enzyme | activation factor at 5 µM | 96,000 tested, under 10 active;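 active means activation factor of at least 2 at 5 µM in the primary screen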;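 further: 0 = wells with 2.5 mM tranylcypromine and 1 = vehicle-only wells; values of inactives mirror those of a sister screen read the other way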
CYP2C19 inhib – blockers of cytochrome P450 2C19 activity – biochemical, luminescence, ADME assay, primary screen; P33261; CYP2C19 Supersomes, luciferin-H EGE luminescence, 30 min; inhibition, % at 5 µM; 21% of 96,000 active;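 active means CYP2C19 inhibition above a set limit at 5 µM in the primary screen, cut at about 50% in these data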;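 further: plate controls were negative control wells for no effect and 2.5 mM tranylcypromine positive control for full effect; values of inactives mirror those of a sister screen read the other way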
PLK1 kinase inh – human PLK1 kinase inhibitors, primary screen, biochemical, TR-FRET; 0.53% of 97,000 active; recombinant PLK1 kinase, TR-FRET peptide phosphorylation; Serine/threonine-protein kinase PLK1 (Homo sapiens), P53350; inhibition, % at 10 µM;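 active means inhibition of 50% or more in the single-concentration screen; inactive means inhibition below 50%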;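 further: 0% = DMSO max control and 100% = H-89 dihydrochloride min control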
CYP2C9 inhib – blockers of cytochrome P450 2C9 activity – biochemical, luminescence, ADME assay, primary screen. P11712. CYP2C9 Supersomes, luciferin-H conversion. inhibition, % at 5 µM. 20% of 96,000 active. AID 777, 2007;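 active means blocking of liver enzyme CYP2C9 beyond about 50% at 5 µM, limit read from the data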; further: values of inactives mirror those of a sister screen read the other way
PLAP act – PLAP enzyme activators, biochemical, luminescence, HTS; Alkaline phosphatase, placental type (Homo sapiens), P05187; purified PLAP enzyme, luminescent substrate read-out; stronger effect = higher value; activation fold at 20 µM; 1.2% of 96,000 active; AID 696, 2007; in the data active means activation fold above about 2
Rev-RRE block – HIV-1 Rev-RRE binding inhibitors, primary screen, biochemical, FRET, protein-RNA interaction. AID 704, 2007. 0.79% of 97,000 active. Rev peptide-RRE RNA binding. inhibition, % at 8 µM;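 active means inhibition above the screen-wide mean plus 3 SD, cut at about 35% in these data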;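 further: 0% = median DMSO wells and 100% = median Neomycin B control wells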
Target sequence (P05866 whole entry, looked up): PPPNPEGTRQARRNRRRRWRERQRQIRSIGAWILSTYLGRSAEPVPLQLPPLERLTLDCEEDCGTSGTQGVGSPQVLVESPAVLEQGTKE
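Test system: labelled RRE RNA duplex and labelled Rev peptide. Times: 5 min compound–RNA preincubation, then 15 min with peptide, 25 °C. Doses: single-dose 8 µM. Measured by: FRET, excitation 480 nm, emission 540 nm donor and 671 nm acceptor. Measure: % inhibition of FRET ratio versus controls.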
CYP2C9 act – human CYP2C9 activators, primary screen, biochemical, luminescence; Cytochrome P450 2C9 (Homo sapiens), P11712; AID 1024, 2008; recombinant CYP2C9, luciferin-H conversion; stronger effect = higher value; factor 1 = untreated enzyme, 0 = blocked; activation factor at 5 µM; 1.4% of 96,000 active;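 active means activation factor of 2 or more for CYP2C9 at a 5 µM dose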;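 further: 0 = sulfaphenazole-blocked wells and 1 = vehicle-only wells; values of inactives mirror those of a sister screen read the other way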
An asterisk follows results filed as active; . = not tested or not shown.

SMILES	PLK1 PBD inh	EphB4 ephrin blk	CYP2C19 act	CYP2C19 inhib	PLK1 kinase inh	CYP2C9 inhib	PLAP act	Rev-RRE block	CYP2C9 act
CCOC(=O)CSc1nc2sc3c(c2c(=O)[nH]1)CC(C)(CC)OC3 (stereo unspecified)	-38	6	0.8	16	-6	12	1.2	6	0.9
COC(=O)Nc1sccc1C(=O)Nc1sccc1C(=O)OC	6	-6	1	4	-17	6	0.9	16	0.9
CCOc1ccccc1C1C(C#N)=C(N)Nc2onc(-c3ccccc3)c21 (stereo unspecified)	-5	2	0.6	40	1	34	1	2	0.7
CCc1cc2c(=O)n(N)c(CCC(=O)O)nc2s1	4	2	1.1	-6	-2	-4	1.2	3	1
COC(=O)c1[nH]c2ccccc2c1NC(=O)CN1CCCc2ccccc21	-2	-5	0.7	26	-12	89*	1.3	11	0.1
Cc1cc(C)c(C2C(C#N)=C(N)Oc3n[nH]c(C)c32)cc1CN1CCOCC1 (stereo unspecified)	-2	7	1	-4	33	16	1.8	9	0.8
O=C(CN1CCN(C(=O)c2cccs2)CC1)Nc1ccc(Br)cc1	-26	-6	0.5	46	-6	19	1.3	2	0.8
COc1ccc(C(=O)N2CCC(N3CCN(c4ccccc4)CC3)CC2)cc1	-34	-4	1.1	-6	3	-2	1.8	3	1
CCOC(=O)c1c(C)[nH]c(C(=O)COC(=O)c2oc3ccc(OC)cc3c2C)c1C	.	.	0.5	45	.	29	0.9	.	0.7
Cn1c(=O)c2c(nc(SCC(=O)OCc3ccccc3)n2C)n(C)c1=O	8	-7	0.7	26	-16	80*	1.1	0	0.2
CN1C(=O)CC(C(=O)Nc2ccc(F)cc2)SC1=Nc1ccc2c(c1)OCO2 (stereo unspecified)	-9	3	0.4	58*	-11	99*	1	4	0
CCCCn1c(=O)n(CC(=O)Nc2c(CC)cccc2CC)c(=O)c2c1nc(CO)n2CCC	-9	-8	1.1	-5	2	22	1.1	0	0.8
OC(CN1c2ccccc2Sc2ccccc21)Cn1nnc2ccccc21 (stereo unspecified)	-17	1	0	100*	0	100*	1.4	0	0
O=C(NC1CCCCC1)C(c1ccncc1)N(Cc1ccc2c(c1)OCO2)C(=O)C(F)(F)F (stereo unspecified)	-17	5	.	.	-7	.	.	8	.
COc1ccc2c(c1)C=C(C(=O)NCc1ccc(Cl)cc1)CO2	15	-11	0.5	53*	2	62*	0.6	1	0.4
NC(=O)CN1CCN(c2ccccc2F)CC1	.	.	1.1	-10	.	-12	0.9	.	1.1
Cc1ccc([N+](=O)[O-])cc1-c1ccc(/C=N/NC(=O)c2cc3c(ccc4ccccc43)o2)o1	17	3	0.7	32	-7	40	1.4	0	0.6
COc1cccc(C(C(=O)NC(C)(C)C)N(C(=O)CCC(=O)Nc2cc(C)on2)C(C)(C)C)c1OC (stereo unspecified)	4	3	.	.	-16	.	.	-3	.
COc1ccc(-n2nc(C(=O)NCC(=O)Nc3ccccn3)c3ccccc3c2=O)cc1	-16	-5	0.9	10	-9	21	0.8	-5	0.8
CC1(C)Cc2c(c(N3CCCC3)nc3sc4c(N5CCN(CCO)CC5)ncnc4c23)CO1	1	-7	.	.	2	.	.	4	.
COc1ccccc1OCC(=O)NC1CCCCCC1	9	3	0.6	43	-3	-5	1	2	1
Cc1cc(NC(=O)CSc2nc3ccccc3c(=O)n2C2CCCC2)no1	17	3	0.9	8	-5	33	0.9	8	0.7
COc1cc2c(cc1OC)C(c1cccs1)NCC2 (stereo unspecified)	-8	3	0.7	26	1	9	1.1	2	0.9
CN(C)c1nc2ccccc2c(N)c1-c1ccccc1	4	-5	0.9	12	-4	8	0.8	-1	0.9
CCN(CC)S(=O)(=O)c1cccc(NC(=O)COC(=O)c2cc(C)oc2C)c1	-5	-9	0.4	64*	-6	96*	0.9	1	0
CCC(Sc1nc2ccccc2c(=O)n1CC1CCCO1)C(=O)NCc1cccnc1 (stereo unspecified)	-20	-3	0.9	13	-14	76*	0.9	4	0.2
COCCN(C(=O)CSc1nnc(Nc2ccccc2F)s1)c1c(N)n(Cc2ccccc2)c(=O)[nH]c1=O	-11	13	0.7	32	-10	62*	2.2*	2	0.4
Cc1ccc(C(=O)NCCSC(C)(C)C)cc1	9	4	0.3	68*	-6	45	0.9	2	0.6
Cc1ccc(S(=O)(=O)Cn2nnnc2C(CC(C)C)N2CCN(c3ccccc3)CC2)cc1 (stereo unspecified)	11	-2	.	.	-9	.	.	3	.
CCc1nnc(NC(=O)C(=O)NCCOC(=O)c2ccccc2)s1	-32	4	0.8	22	-20	35	1.3	2	0.7
CC(=O)Cc1nsc(NC(=O)c2csc3c2CCCC3)n1	-16	-1	0.6	43	-12	30	1	2	0.7
COc1ccc(N2CC(C(=O)Nc3ccccc3C(=O)NCc3ccco3)CC2=O)cc1 (stereo unspecified)	-10	8	0.3	66*	-9	84*	1.4	9	0.2
Cc1ccc(CS(=O)(=O)Cc2ccc(C(=O)NCCCN3CCOCC3)o2)cc1	1	-6	0.9	13	-3	16	1.1	2	0.8
CCC(C)(C)n1nnnc1CN1CCN(c2nc3cc(OC)ccc3cc2C#N)CC1	-17	-4	0.7	30	-3	5	1.1	4	0.9
CCNC(=S)NNC(=O)c1ccc(OC(F)F)cc1	6	-2	0.7	27	-14	8	2.3*	4	0.9
CCCN1C(=O)c2cc(C(=O)NCCc3cccc(C)c3)ccc2C1O (stereo unspecified)	-10	1	0.7	27	-9	34	0.9	5	0.7
CCCOc1ccc(C2NC(=O)NC(c3ccccc3)=C2C(C)=O)cc1OCC (stereo unspecified)	11	-4	0.9	11	0	37	0.9	12	0.6
CCOc1ncccc1C(=O)OCC(=O)N1CC(=O)Nc2ccccc21	-14	-2	1.1	-11	-17	-32	1	0	1.3
Cc1ccc(CSc2ncnc3c2cnn3Cc2ccccc2)cc1	20	5	0.8	20	-8	37	0.8	21	0.6
CC(=O)Nc1ccc(S(=O)(=O)Nc2cccc(-c3nc4ccccc4o3)c2)cc1	-20	11	0.1	91*	6	98*	1.3	13	0
Cc1cccc(N(C(=O)CCC(=O)Nc2ccccn2)C(C(=O)NC(C)C)c2ccc(O)cc2)c1 (stereo unspecified)	-2	1	0.9	13	-5	16	1.4	5	0.8
COC(=O)c1ccc(NC(=O)CSc2nnc(-c3ccncc3)n2N)cc1	-2	3	1	4	1	9	0.8	6	0.9
CC1(C)Cc2noc(N)c2C(C)(C)N1OC(=O)c1cccs1	4	0	0	98*	-18	83*	1	-2	0.2
CC1CCN(C(c2ccccc2)c2nnnn2C(C)(C)C)CC1 (stereo unspecified)	.	.	0.9	10	.	-3	1.3	.	1
OCCCN=c1cc(-c2ccccc2)oc2ccc(Cl)cc12	10	3	1.1	-10	4	11	1.8	4	0.9
CCOc1ccc(N2CCCCn3c2nc2c3c(=O)[nH]c(=O)n2C)cc1	.	.	1	0	.	2	0.9	.	1
O=C1c2ccccc2NC(c2ccc3c(c2)OCCO3)N1c1ccc2c(c1)OCCO2 (stereo unspecified)	.	.	0.2	79*	.	94*	1.5	.	0.1
COc1ccc(C2c3c(ncn(CCN4CCOCC4)c3=N)Oc3ccc4ccccc4c32)cc1 (stereo unspecified)	-9	6	0.5	50*	3	56*	1.6	6	0.4
O=C(NCc1cccnc1)c1ccc(CS(=O)(=O)Cc2ccc(Cl)cc2)o1	-6	8	0	100*	-4	65*	1.1	7	0.3
Cc1c(C(=O)NCCCN2CCOCC2)sc2nc(-c3ccc(F)cc3)cn12	1	4	.	.	-16	.	.	10	.
O=C(NCCc1ccc(Cl)cc1)Nc1cccc(Cl)c1	20	0	0.7	29	-6	38	0.7	4	0.6
Cc1cc(C(=O)Nc2cccc(C(=O)O)c2)c(C)o1	4	2	0.6	37	-7	16	0.8	7	0.8
S=c1[nH]nc(-c2ccncc2)n1Cc1ccco1	-15	-1	0.7	33	-11	61*	1	6	0.4
Cc1nnc(NC(=O)c2c(-c3ccccc3)noc2C)s1	1	3	1	-5	-11	-1	1.1	7	1
O=C(CSc1nc2ccccc2[nH]1)N1CCN(c2ccc(F)cc2)CC1	-19	5	0.5	48	8	7	1.6	3	0.9
O=S(=O)(/N=C/N1CCOCC1)c1ccc(Cl)cc1	34	2	1	3	-8	-13	0.9	6	1.1
NC(=S)Nc1cccc2cnccc12	-23	-6	0.6	42	-13	19	0.8	4	0.8
COc1cc(-c2noc(CCCC(=O)NCc3ccccc3)n2)cc(OC)c1OC	-12	-2	0.8	15	-2	-3	1.8	5	1
CCc1cccc(CC)c1NC(=O)c1cccc(NC(=O)c2ccccc2)c1	-11	0	0.9	10	-2	74*	0.8	9	0.3
CC1CN(c2cc(-c3ccccc3)c3ccccc3n2)CC(C)O1 (stereo unspecified)	7	-1	0.8	24	2	14	1.5	4	0.9

Compounds listed so far that contain an aryl methoxy group, in the order listed:
SMILES	PLK1 PBD inh	EphB4 ephrin blk	CYP2C19 act	CYP2C19 inhib	PLK1 kinase inh	CYP2C9 inhib	PLAP act	Rev-RRE block	CYP2C9 act
COc1ccc(C(=O)N2CCC(N3CCN(c4ccccc4)CC3)CC2)cc1	-34	-4	1.1	-6	3	-2	1.8	3	1
CCOC(=O)c1c(C)[nH]c(C(=O)COC(=O)c2oc3ccc(OC)cc3c2C)c1C	.	.	0.5	45	.	29	0.9	.	0.7
COc1ccc2c(c1)C=C(C(=O)NCc1ccc(Cl)cc1)CO2	15	-11	0.5	53*	2	62*	0.6	1	0.4
COc1cccc(C(C(=O)NC(C)(C)C)N(C(=O)CCC(=O)Nc2cc(C)on2)C(C)(C)C)c1OC (stereo unspecified)	4	3	.	.	-16	.	.	-3	.
COc1ccc(-n2nc(C(=O)NCC(=O)Nc3ccccn3)c3ccccc3c2=O)cc1	-16	-5	0.9	10	-9	21	0.8	-5	0.8
COc1ccccc1OCC(=O)NC1CCCCCC1	9	3	0.6	43	-3	-5	1	2	1
COc1cc2c(cc1OC)C(c1cccs1)NCC2 (stereo unspecified)	-8	3	0.7	26	1	9	1.1	2	0.9
COc1ccc(N2CC(C(=O)Nc3ccccc3C(=O)NCc3ccco3)CC2=O)cc1 (stereo unspecified)	-10	8	0.3	66*	-9	84*	1.4	9	0.2
CCC(C)(C)n1nnnc1CN1CCN(c2nc3cc(OC)ccc3cc2C#N)CC1	-17	-4	0.7	30	-3	5	1.1	4	0.9
COc1ccc(C2c3c(ncn(CCN4CCOCC4)c3=N)Oc3ccc4ccccc4c32)cc1 (stereo unspecified)	-9	6	0.5	50*	3	56*	1.6	6	0.4
COc1cc(-c2noc(CCCC(=O)NCc3ccccc3)n2)cc(OC)c1OC	-12	-2	0.8	15	-2	-3	1.8	5	1
